CaV13 FRET inh = Primary screen for inhibitors of IQ motif and Ca2+-dependent inactivation inhibitor domain binding in CACNA1D, Förster resonance energy transfer in living cells, …; 340,000 tested, 0.098% active; HEK cells, CFP/YFP FRET ICDI-IQ, plate reader, 10 min; percent FRET-ratio fall versus neutral wells; inhibition, % at 12.3 µM;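 active means mean replicate inhibition of at least 30% and at least 1% of replicates passing that level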;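 further: 0% = median of the neutral control wells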
Vif imaging = blocks HIV Vif function; HEK293T cells, Vif self-association by quenched fluorescence, imaging, 24 h; inhibition, % at 7.49 µM; 340,000 tested, 0.35% active; AID 602346; in the data active means inhibition above about 50%, passing the limit was not always enough; further: some results filed as inactive read as strong as hits
H9c2 protect = modulators protecting cardiomyocytes from myocardial damage. H9c2 cardiomyocytes, H2O2 injury protection, ATPLite, 2 h. 360,000 tested, 0.63% active. protection from H2O2 cell death, % at 20 µM;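 active means compounds giving at least 50% protection of heart cells from peroxide-induced death in the single-dose screen, raw or plate-pattern-corrected value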;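 further: 0% = DMSO wells with peroxide and 100% = DMSO wells without peroxide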
aDG glyco act = increases alpha dystroglycan glycosylation. Pro5-aDG cells, alpha-DG glycosylation AlphaScreen (IIH6); 0% Pro5, 100% B10-LARGE cell signal. activation, % at 10 µM. 360,000 tested, 0.22% active. AID 624168;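 active means activation of at least 8% versus controls, or a plate z-score of at least 8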;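 further: Pro5 are CHO cells carrying HIG-tagged alpha-DG that lacks glycosylation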
PDI inh = inhibitors of human protein disulfide isomerase; inhibition, % at 10 µM; P07237; PDI insulin aggregation turbidity, A650, 90 min; 350,000 tested, 0.052% active;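 active means mean inhibition across replicates of 30% or more, whatever share of single replicates reach that level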;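 further: absorbance from insulin aggregation driven by PDI reduction with DTT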
Target sequence (P07237 whole entry, looked up): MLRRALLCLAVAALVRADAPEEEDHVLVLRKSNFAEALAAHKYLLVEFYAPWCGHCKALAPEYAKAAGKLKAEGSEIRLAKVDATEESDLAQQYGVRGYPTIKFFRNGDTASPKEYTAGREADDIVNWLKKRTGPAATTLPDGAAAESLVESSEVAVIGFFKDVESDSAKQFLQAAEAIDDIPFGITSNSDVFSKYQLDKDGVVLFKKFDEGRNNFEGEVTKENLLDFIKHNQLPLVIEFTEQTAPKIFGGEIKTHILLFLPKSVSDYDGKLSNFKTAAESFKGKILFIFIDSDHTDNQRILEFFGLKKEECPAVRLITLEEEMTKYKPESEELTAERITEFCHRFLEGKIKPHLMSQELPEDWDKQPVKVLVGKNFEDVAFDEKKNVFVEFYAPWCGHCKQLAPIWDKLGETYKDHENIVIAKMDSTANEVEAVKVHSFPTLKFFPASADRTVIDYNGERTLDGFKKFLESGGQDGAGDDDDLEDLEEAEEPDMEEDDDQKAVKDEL
hiPSC survival = hiPSC single-cell survival enhancement; survival enhancement, % at 20 µM; ATPlite luminescence; 100% = ROCK inhibitor wells, 0% = DMSO; 360,000 tested, 0.044% active; AID 602274; in the data active means survival enhancement above about 18%;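 further: cells exposed to compounds for 16 hours before the ATP read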
m5-HT2A agonist = mouse HTR2A agonism via beta-arrestin recruitment. CHO-K1 mHTR2A beta-arrestin complementation, luminescence; percent of 30 µM serotonin response. 360,000 tested, 0.66% active. P35363. activation, % at 7.6 µM;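 active means activation above a run cutoff, the mean activation of all tested compounds plus 3 SD, cut at about 14% in these data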;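 further: 0% = plate median of compound wells and 100% = 30 µM serotonin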
Target sequence (P35363 whole entry, looked up): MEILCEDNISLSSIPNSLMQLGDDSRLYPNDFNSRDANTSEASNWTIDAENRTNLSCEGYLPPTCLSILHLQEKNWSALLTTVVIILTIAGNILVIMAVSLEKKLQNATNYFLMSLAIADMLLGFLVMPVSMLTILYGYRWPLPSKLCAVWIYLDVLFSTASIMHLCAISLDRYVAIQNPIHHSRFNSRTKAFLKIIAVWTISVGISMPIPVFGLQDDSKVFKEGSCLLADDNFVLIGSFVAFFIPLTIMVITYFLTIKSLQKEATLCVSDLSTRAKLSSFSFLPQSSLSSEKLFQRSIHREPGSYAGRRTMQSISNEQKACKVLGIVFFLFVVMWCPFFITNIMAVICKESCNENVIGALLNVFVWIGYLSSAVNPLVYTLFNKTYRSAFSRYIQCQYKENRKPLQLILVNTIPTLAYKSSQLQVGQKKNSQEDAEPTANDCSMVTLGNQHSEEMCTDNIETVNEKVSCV
Exocytosis inh = blocks lytic granule exocytosis; TALL-104 LAMP-1 surface exposure, flow cytometry; cells stimulated with thapsigargin and PMA; AID 651702; 360,000 tested, 0.66% active; inhibition, % at 10 µM;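 active means inhibition above about 55%, limit read from the data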
N-glyco inh = blocks N-linked glycosylation in D54 reporter cells; D54 ERlucT glycosylation luciferase reporter, 24 h; percent of 100 nM tunicamycin response; reporter increase, % at 12.5 µM; 360,000 tested, 0.23% active; AID 588692;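 active means mean luciferase reporter signal, scaled so untreated is 0 and the glycosylation-blocking control 100, at or above a set limit in every replicate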;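 further: luciferase carries N-glycosylation sites so blocking glycosylation raises the light; 0% = median of neutral control wells and 100% = median of 100 nM tunicamycin wells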
ABCB6 inh MLPCN = human ABCB6 transporter inhibition; Q9NP58; K562-ABCB6 porphyrin accumulation, flow cytometry, 1 h; hits give low values; fluorescence ratio to DMSO, % at 10 µM; 360,000 tested, 0.19% active; AID 602162;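 active means fluorescence ratio to DMSO below 75%, the collection mean minus 3 SD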;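 further: signal is porphyrin accumulated inside mitochondria; 100% equals median channel fluorescence of DMSO control wells; lower ratio means ABCB6 inhibition with less porphyrin fluorescence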
Active calls of the source: *; . = not tested or not shown.

(1) CCCC(=O)NC(=S)Nc1cccc(NC(=O)c2ccccc2Cl)c1
(2) Cc1cc(C(=O)CN2C(=O)C(=O)N(Cc3ccco3)C2=O)c(C)n1CCc1ccccc1
(3) Cc1cccc(CCNS(=O)(=O)c2ccc(S(=O)(=O)N3CCCCC3)cc2)c1
(4) COc1cc(NC(=S)N2CCC(C(N)=O)CC2)cc(OC)c1
(5) CC(C)N1CCN(Cc2ccncc2)CC1CCO (centres undefined)
(6) O=S(=O)(NCc1ccccn1)c1ccccc1
(7) CCOc1ccc(C(=O)COC(=O)C2CCN(c3ccc(C(F)(F)F)cn3)CC2)cc1
(8) CCC(C)Sc1ccc([C@H]2N[C@@](CC(C)C)(C(=O)OC)[C@H]3C(=O)N(CC)C(=O)[C@@H]23)cc1 (some centres undefined)
Screen / compound no.,1,2,3,4,5,6,7,8
H9c2 protect,0,-5,-2,-6,5,7,-21,-5
Exocytosis inh,-9,-5,0,-11,-8,0,0,-4
PDI inh,-5,-17,6,4,0,-1,9,3
ABCB6 inh MLPCN,96,103,96,100,95,100,99,96
CaV13 FRET inh,-15,-4,-7,-6,-3,-8,-2,-4
aDG glyco act,0.0,0.1,0.3,-0.1,-0.1,-0.1,-0.2,0.7
m5-HT2A agonist,1,7,1,-1,-1,-1,1,-6
hiPSC survival,-1.0,2.4,-0.6,0.4,-1.0,-1.3,-0.4,-1.4
Vif imaging,10,17,-10,9,3,7,0,-3
N-glyco inh,1,3,-1,3,0,1,0,-5

(9) CC1C(c2ccccc2)N(C)C(c2ccccc2)C(C)C1(O)C#Cc1ccccc1 (centres undefined)
(10) CCn1c(CSc2ncccn2)nnc1SCC(=O)N1CCCCC1
(11) CC1CCc2c(C(=O)NCC3CCCO3)csc2C1 (centres undefined)
(12) Cc1ccc2[nH]cc(CCNC(=O)C3CCCO3)c2c1 (centres undefined)
(13) Cc1cccn2c(=O)c3cc(C(=O)NC4CCCCC4)sc3nc12
(14) COc1ccc(OC)c(NC(=O)Cc2coc3cc(C)cc(C)c23)c1
(15) CC(/C=C1\SC(=S)N(C(C(=O)O)C(C)C)C1=O)=C\c1ccccc1 (centres undefined)
(16) CCOC(=O)C1CCN(C(=O)N2CCOCC2)CC1
Screen / compound no.,9,10,11,12,13,14,15,16
H9c2 protect,-9,5,-1,7,8,-7,-5,-1
Exocytosis inh,2,-5,11,1,-7,2,14,2
PDI inh,3,-2,0,1,4,4,-3,-11
ABCB6 inh MLPCN,98,94,101,92,99,77,102,93
CaV13 FRET inh,-3,5,.,-1,-3,-3,-4,-6
aDG glyco act,0.6,-0.1,-0.1,-0.1,0.1,0.2,-0.2,0.0
m5-HT2A agonist,-3,3,4,1,8,-3,1,0
hiPSC survival,-3.1,-0.5,-1.4,0.3,0.5,-3.0,1.7,0.6
Vif imaging,10,21,6,6,12,-12,-2,17
N-glyco inh,-2,1,-1,1,-1,0,-2,3

(17) CN=c1scc(-c2ccccc2F)n1/N=C(\C)c1cccnc1
(18) C[C@@]12C(=O)N(Cc3ccco3)CC(=O)N1[C@H]1c3cc(Cl)ccc3OC[C@@H]1[C@@H]2c1ccccc1
(19) CCN(C(=O)COC(=O)C1CC1C)c1c(N)n(Cc2ccccc2)c(=O)[nH]c1=O (centres undefined)
(20) c1cc(-c2sc(-c3ccncc3)c(-c3ccncc3)c2-c2ccncc2)ccn1
(21) O=C(Nc1ccc2c(c1)C(=O)OC2)c1ccc(F)cc1F
(22) O=c1[nH]c2ccc(S(=O)(=O)Nc3ccc(-c4nnc5n4CCCCC5)cc3)cc2o1
(23) COc1ccc(C(=O)NCCS(=O)(=O)N(C)Cc2ccccc2)cc1
(24) CCOC(=O)C1=CSC2=NS(=O)(=O)CCN12
Screen / compound no.,17,18,19,20,21,22,23,24
H9c2 protect,-19,2,0,14,6,15,-2,-3
Exocytosis inh,0,6,-3,-3,-3,1,5,2
PDI inh,1,12,1,-3,11,2,-5,2
ABCB6 inh MLPCN,98,97,101,108,98,98,86,97
CaV13 FRET inh,-3,-11,-4,-8,-20,-4,-6,-9
aDG glyco act,-0.1,0.3,0.2,0.0,0.0,-0.2,0.3,-0.2
m5-HT2A agonist,-2,-6,-4,0,-1,3,-5,-1
hiPSC survival,-2.6,1.9,1.9,1.5,2.0,9.3,-0.5,0.6
Vif imaging,-11,15,11,-9,6,24,-3,-3
N-glyco inh,-8,-5,1,-5,0,0,0,2

(25) COc1ccc(NCc2cc(=O)oc3cc(NC(C)=O)ccc23)cc1
(26) Nc1nnc(SCC(=O)NC2CCCCCCC2)s1
(27) CCCc1cc(=O)[nH]c(N2CCN(Cc3ccc4c(c3)OCO4)CC2)n1
(28) Cc1ccc(Cn2c(=O)oc3ccccc32)cc1
(29) CC(Sc1nnc(C2CC2)n1C1CC1)C(=O)Nc1cccc(S(=O)(=O)N(C)C)c1 (centres undefined)
(30) COc1ccc(NS(=O)(=O)c2cccc(C(=O)NCC3(N4CCOCC4)CCCCC3)c2)cc1
(31) O=C1C(=O)N(CCO)C(c2ccc(Br)cc2)/C1=C(\O)c1ccccc1 (centres undefined)
(32) COc1ccc(-c2n[nH]c(C(F)(F)F)c2-c2cc3ccccc3o2)c(O)c1
Screen / compound no.,25,26,27,28,29,30,31,32
H9c2 protect,4,-7,-1,3,-3,7,7,-21
Exocytosis inh,9,-2,-2,11,-3,10,-2,9
PDI inh,5,-6,-4,2,-2,0,2,1
ABCB6 inh MLPCN,96,93,97,96,97,101,110,95
CaV13 FRET inh,-19,-6,-20,-6,-5,-5,-19,-7
aDG glyco act,-0.1,0.2,-0.2,-0.1,-0.2,-0.1,0.0,-0.1
m5-HT2A agonist,5,1,10,5,1,-13,2,0
hiPSC survival,-0.3,0.4,-0.4,-0.5,0.3,0.5,1.2,0.8
Vif imaging,-3,17,-7,0,14,0,0,0
N-glyco inh,0,3,-2,-1,-2,-3,-1,-1

(33) CN(c1ccc(O)cc1)S(=O)(=O)c1ccc2ccccc2c1
(34) COc1ccc(OC)c(-n2c(SC)nnc2-c2c[nH]c3ccccc23)c1
(35) NNc1nc2c(F)cccc2s1
(36) Cc1ccc(NC(=O)NC(=O)CSc2nnc(-c3ccc(Cl)cc3Cl)n2N)c(C)c1
(37) COc1ccc(C(=O)NC(=S)NNC(=O)c2c(-c3ccccc3)noc2C)cc1OC
(38) CC12CCC(=O)N1C(C(=O)N1CCN(S(=O)(=O)c3ccc(Br)cc3Cl)CC1)CS2 (centres undefined)
(39) O=C(CSc1ncc(C(F)(F)F)cc1Cl)N1CCN(S(=O)(=O)c2ccc3ccccc3c2)CC1
(40) O=C(Nc1ccc(Cl)c(Cl)c1)C1CC(=O)N(c2ccc(Br)cc2)C1 (centres undefined)
Screen / compound no.,33,34,35,36,37,38,39,40
H9c2 protect,-7,-5,-6,-1,10,-1,0,-24
Exocytosis inh,29,-11,2,0,-6,0,-2,7
PDI inh,1,.,-7,1,-2,8,0,5
ABCB6 inh MLPCN,97,101,95,104,97,104,97,85
CaV13 FRET inh,-7,-3,-5,-18,-5,-7,-6,.
aDG glyco act,-0.1,0.1,0.0,0.0,0.0,0.0,1.8,-0.1
m5-HT2A agonist,7,-8,-1,5,-3,2,2,2
hiPSC survival,0.2,6.1,4.8,-0.5,-0.3,-0.1,2.1,-2.0
Vif imaging,-3,-4,1,-12,3,-4,8,10
N-glyco inh,-2,0,-10,1,0,-5,1,0

One compound at a time (already shown):
Profile of `COc1ccc(C(=O)NC(=S)NNC(=O)c2c(-c3ccccc3)noc2C)cc1OC` = H9c2 protect: 10; Exocytosis inh: -6; PDI inh: -2; ABCB6 inh MLPCN: 97; CaV13 FRET inh: -5; aDG glyco act: 0.0; m5-HT2A agonist: -3; hiPSC survival: -0.3; Vif imaging: 3; N-glyco inh: 0
Profile of `Cc1ccc(NC(=O)NC(=O)CSc2nnc(-c3ccc(Cl)cc3Cl)n2N)c(C)c1` = H9c2 protect: -1; Exocytosis inh: 0; PDI inh: 1; ABCB6 inh MLPCN: 104; CaV13 FRET inh: -18; aDG glyco act: 0.0; m5-HT2A agonist: 5; hiPSC survival: -0.5; Vif imaging: -12; N-glyco inh: 1
Profile of `CC12CCC(=O)N1C(C(=O)N1CCN(S(=O)(=O)c3ccc(Br)cc3Cl)CC1)CS2` (centres undefined) = H9c2 protect: -1; Exocytosis inh: 0; PDI inh: 8; ABCB6 inh MLPCN: 104; CaV13 FRET inh: -7; aDG glyco act: 0.0; m5-HT2A agonist: 2; hiPSC survival: -0.1; Vif imaging: -4; N-glyco inh: -5

The list goes on.
(41) COc1cccc(-c2nc(-c3ccc(NC(=O)c4cccnc4)cc3)no2)c1
(42) Cc1sc2c(c1C)c(=O)n(-c1ccccc1)c1nncn21
(43) CC(Sc1nccn1C)C(=O)Nc1ccccc1 (centres undefined)
(44) O=C(NCCOc1ccccc1)C1=CC=CN2CCS(=O)(=O)N=C12
(45) COc1ccc(CNS(=O)(=O)c2ccc3c(c2)CCN3C(=O)C2CC2)cc1
(46) COc1ccc(OC)c2nc(-c3cccnc3)ccc12
(47) CC(C)CCn1nnnc1C(c1ccc(F)cc1)N1CCC(C(N)=O)CC1 (centres undefined)
(48) O=C(Nc1cccc(CNCCc2c[nH]c3ccccc23)c1)c1ccccc1Cl
(49) COc1ccc(-c2nc(CS(=O)(=O)CC(=O)NC3CCCCCC3)c(C)o2)cc1
(50) O=C(CSc1nnc(SCc2ccc(Cl)cc2)s1)N/N=C/c1c(Cl)cccc1Cl
Screen / compound no.,41,42,43,44,45,46,47,48,49,50
H9c2 protect,34,-1,4,6,-15,9,5,6,-3,-10
Exocytosis inh,0,-4,2,13,18,-7,-1,42,0,1
PDI inh,-3,-20,-5,11,4,5,-1,1,0,-21
ABCB6 inh MLPCN,95,94,100,100,103,94,96,99,97,99
CaV13 FRET inh,-3,-5,-6,-7,-6,-4,.,-4,-3,-6
aDG glyco act,2.6,0.1,0.2,0.0,-0.2,0.1,-0.3,0.4,-0.2,-0.1
m5-HT2A agonist,3,2,-1,1,0,0,-7,-12,-6,3
hiPSC survival,-1.9,0.4,-0.4,0.1,4.8,0.9,-1.4,-0.7,-0.5,1.4
Vif imaging,0,18,10,1,-7,0,3,6,-3,-3
N-glyco inh,0,4,-2,0,-1,1,4,1,-1,-1

Assay outcomes as filed in PubChem.
